# Compound activity as filed in PubChem BioAssay.
# OXTR potentiate = human OXTR potentiation | 320,000 compounds, 0.061% hits | CHO-OTR cells, Fluo-8 calcium fluorescence, potentiator mode; 0% = oxytocin EC15, 100% = EC100 | P30559 | activation, % at 3 µM;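 active means activation above that plate's cutoff, the mean activation of tested compounds plus 3 SD, cut at about 6.6% in these data, passing the limit was not always enough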;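 further: 100% uses oxytocin at 75 nM as the full agonist control; some results filed as inactive read as strong as hits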
#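 Material: human OTR in CHO cells. Compound: 3.0 µM, one dose. Timing: compound 6 min at room temperature before oxytocin, 100 s read. Evaluation: % activation of max/min ratio relative to oxytocin controls. Replication: single well per compound, singlicate. Signal: Fluo-8 calcium dye fluorescence.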
# M1 PAM = positive allosteric modulators of human M1 muscarinic receptor; 360,000 compounds, 0.088% hits; activation, % at 3 µM; CHO-K1 hM1, Fluo-8 calcium fluorescence, ACh EC20; 0% = ACh EC20, 100% = maximal ACh; P11229; in the data active means activation above about 19%, passing the limit was not always enough
# Target sequence (P11229 whole entry, looked up): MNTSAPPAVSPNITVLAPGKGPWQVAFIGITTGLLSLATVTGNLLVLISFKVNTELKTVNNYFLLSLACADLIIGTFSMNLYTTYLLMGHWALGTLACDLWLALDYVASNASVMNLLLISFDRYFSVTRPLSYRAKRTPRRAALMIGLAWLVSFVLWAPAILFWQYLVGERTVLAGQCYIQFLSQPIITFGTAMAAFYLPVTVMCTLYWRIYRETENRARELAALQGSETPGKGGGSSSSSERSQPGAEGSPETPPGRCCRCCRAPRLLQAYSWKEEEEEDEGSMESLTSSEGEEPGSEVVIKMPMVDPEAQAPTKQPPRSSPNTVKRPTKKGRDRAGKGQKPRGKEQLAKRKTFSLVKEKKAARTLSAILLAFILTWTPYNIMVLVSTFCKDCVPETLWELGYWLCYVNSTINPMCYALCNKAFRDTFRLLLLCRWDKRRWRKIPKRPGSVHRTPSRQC
# CHRM4 agonist = agonists of human muscarinic M4 receptor (CHRM4); P08173; CHO-K1 hM4/Gqi5, Fluo-8 calcium fluorescence; vehicle 0%, full acetylcholine response 100%; activation, % at 3 µM; 360,000 compounds, 0.14% hits;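 active means activation above the run mean over all test wells plus 3 SD, cut at about 32% in these data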;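 further: peak over basal fluorescence ratio per well then scaled between controls; 0% = DMSO wells and 100% = acetylcholine at EC100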
# Target sequence (P08173 whole entry, looked up): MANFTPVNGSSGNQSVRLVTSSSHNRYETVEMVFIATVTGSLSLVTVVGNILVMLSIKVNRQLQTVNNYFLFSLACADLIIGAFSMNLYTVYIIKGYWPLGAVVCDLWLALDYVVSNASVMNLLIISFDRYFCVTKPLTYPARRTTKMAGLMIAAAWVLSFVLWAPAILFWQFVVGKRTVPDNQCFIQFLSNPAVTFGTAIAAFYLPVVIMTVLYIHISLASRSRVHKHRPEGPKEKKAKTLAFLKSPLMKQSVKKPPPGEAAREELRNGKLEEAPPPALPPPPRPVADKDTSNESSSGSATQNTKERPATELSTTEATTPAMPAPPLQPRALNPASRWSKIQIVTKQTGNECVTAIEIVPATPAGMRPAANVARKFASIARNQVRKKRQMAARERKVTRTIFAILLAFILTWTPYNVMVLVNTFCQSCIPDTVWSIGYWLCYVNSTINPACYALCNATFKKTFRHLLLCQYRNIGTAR
# CHRM1 agonist = agonists of human M1 muscarinic receptor; P11229; CHO-K1 hM1, Fluo-8 calcium fluorescence, agonist mode; 0% DMSO, 100% acetylcholine EC100; activation, % at 3 µM; 360,000 compounds, 0.33% hits;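 active means activation above the run's mean compound activation plus 3 SD, cut at about 16% in these data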;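 further: peak over basal fluorescence ratio within a 140 s kinetic read after compound addition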
# CHRM1 antagonist = blocks human M1 muscarinic receptor; CHO-K1 hM1, Fluo-8 calcium fluorescence, ACh EC80 antagonist; inhibition, % at 3 µM; 360,000 compounds, 1.3% hits;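 active means percent inhibition above its own plate's cutoff, namely the mean of that plate's compound wells plus 3 SD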;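 further: peak over basal fluorescence ratio during 140 s after agonist addition; 0% = ACh EC80 plus DMSO and 100% = DMSO alone without agonist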
# CHO parental Ca = counter-screen for OX1R antagonists: effect in parental CHO cells; parental CHO-K1, ATP-induced calcium, Fluo-8 fluorescence; inhibition, % at 5.6 µM; 330,000 compounds, 0.63% hits;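 active means inhibition above that plate's mean sample inhibition plus 3 SD, cut at about 26% in these data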;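 further: 0% = ATP-challenged DMSO wells and 100% = DMSO wells without ATP; some compounds past the cut are filed as inactive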
#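 Material: parental CHO cells / Compound: single nominal dose of 5.6 µM per compound / Signal: Fluo-8 fluorescence / Replicates: singlicate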
# CHRM4 antagonist = blocks acetylcholine activation of human M4 receptor; P08173; CHO-hM4 cells, ACh EC80, Fluo-8 calcium fluorescence; inhibition, % at 3 µM; 360,000 compounds, 0.73% hits;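 active means inhibition above its plate's cutoff, the mean inhibition of sample wells plus 3 SD, cut at about 27% in these data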;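 further: 0% = acetylcholine EC80 with DMSO and 100% = DMSO without agonist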
# CHO-K1 Ca antag = counter-screen for M1 antagonists: effect in parental CHO-K1 cells; ATP-induced calcium, Fluo-8 fluorescence; inhibition, % at 3 µM; 360,000 compounds, 0.6% hits; AID 602250;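 active means inhibition above a per-plate cutoff, the plate's mean sample inhibition plus 3 SD, cut at about 24% in these data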;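 further: 0% = DMSO plus EC80 ATP and 100% = DMSO alone without ATP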
# M1 ag parental = nonselective activator or artifact in parental CHO-K1 cells; AID 602248; 360,000 compounds, 0.48% hits; Fluo-8 calcium fluorescence; scaled to maximal ATP response, vehicle zero; activation, % at 3 µM; in the data active means activation above about 15%;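 further: untransfected CHO-K1 host cells lacking M1 receptor as counterscreen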
# * = called active by the depositor; x = no result given.
# The first 10 records as a preview:
SMILES,OXTR potentiate,M1 PAM,CHRM4 agonist,CHRM1 agonist,CHRM1 antagonist,CHO parental Ca,CHRM4 antagonist,CHO-K1 Ca antag,M1 ag parental
O=C(CN(Cc1ccc(F)cc1)S(=O)(=O)c1ccccc1)N1CCCCC1,6,0,0,-3,3,-24,-3,1,0.4
O=C(CNC(=O)c1cccs1)NCC(=O)OCC(=O)c1ccccc1,-10,8,3,-1,-12,-3,-13,-4,0.6
Cn1c(CCNC(=O)c2ccccc2Cl)n[nH]c1=S,1,3,0,-3,-6,-8,-1,-3,0.2
C=CCNC(=S)N1CCC(C(N)=O)CC1,-9,3,0,-3,-3,10,3,-11,0.8
Cc1ccc(C(=O)NC(C)(COc2nonc2C)COc2nonc2C)cc1,6,-3,0,-5,4,-18,0,4,2.4
Cc1ccc(C(O)CN2C3=NCCCN3c3ccccc32)cc1 (stereo not drawn),-7,5,0,-12,-2,-10,-5,-7,0.0
CN(C)c1nc(N)nc(CSc2nnnn2-c2cccc3ccccc23)n1,-6,3,2,4,3,-11,-4,7,4.0
CC(=O)c1nnn(-c2c(F)cccc2F)c1C,-2,2,0,-3,0,-10,5,17,-0.1
CNc1nc(Nc2ccc([N+](=O)[O-])cc2)nc(OCC(F)(F)F)n1,7,9,0,-3,-11,-4,-1,-4,0.0
CCN(C(=O)Cc1ccc(Br)cc1)C1CCCCC1,-15,3,-2,2,-6,-2,0,-8,0.0

# The listing (from the top)
SMILES,OXTR potentiate,M1 PAM,CHRM4 agonist,CHRM1 agonist,CHRM1 antagonist,CHO parental Ca,CHRM4 antagonist,CHO-K1 Ca antag,M1 ag parental
O=C(CN(Cc1ccc(F)cc1)S(=O)(=O)c1ccccc1)N1CCCCC1,6,0,0,-3,3,-24,-3,1,0.4
O=C(CNC(=O)c1cccs1)NCC(=O)OCC(=O)c1ccccc1,-10,8,3,-1,-12,-3,-13,-4,0.6
Cn1c(CCNC(=O)c2ccccc2Cl)n[nH]c1=S,1,3,0,-3,-6,-8,-1,-3,0.2
C=CCNC(=S)N1CCC(C(N)=O)CC1,-9,3,0,-3,-3,10,3,-11,0.8
Cc1ccc(C(=O)NC(C)(COc2nonc2C)COc2nonc2C)cc1,6,-3,0,-5,4,-18,0,4,2.4
Cc1ccc(C(O)CN2C3=NCCCN3c3ccccc32)cc1 (stereo not drawn),-7,5,0,-12,-2,-10,-5,-7,0.0
CN(C)c1nc(N)nc(CSc2nnnn2-c2cccc3ccccc23)n1,-6,3,2,4,3,-11,-4,7,4.0
CC(=O)c1nnn(-c2c(F)cccc2F)c1C,-2,2,0,-3,0,-10,5,17,-0.1
CNc1nc(Nc2ccc([N+](=O)[O-])cc2)nc(OCC(F)(F)F)n1,7,9,0,-3,-11,-4,-1,-4,0.0
CCN(C(=O)Cc1ccc(Br)cc1)C1CCCCC1,-15,3,-2,2,-6,-2,0,-8,0.0
Cc1ccc(-c2cnc3c(Nc4cccc(OC(F)(F)C(F)F)c4)nccn23)cc1,x,10,0,2,-22,x,-13,3,-0.4
COC(=O)c1c(C)[nH]c(/C=N/Nc2ccccc2)c1C,-3,16,1,-3,-17,-9,2,0,-0.2
CCOC(=O)C1=CCN(S(=O)(=O)c2ccc(C)cc2)C1c1cccc(Cl)c1 (stereo not drawn),x,6,-2,7,0,x,-19,29*,-0.7
CC1CCCN(C(=O)c2ccc3c(=O)n(Cc4ccc5c(c4)OCO5)c(=S)[nH]c3c2)C1 (stereo not drawn),-4,2,0,-5,-2,-18,-12,-2,-0.3
N#CCN1C(=S)N=C(Nc2cccc(Cl)c2)C12CCCCC2,-15,4,-1,-3,-7,47*,6,-4,-0.2
COc1cccc(/C=C/C(=O)Nc2cc(S(=O)(=O)N3CCOCC3)ccc2OC)c1,x,4,0,-3,-8,x,-6,-13,0.6
CC(=O)N1CCc2cc(S(=O)(=O)NC(Cc3ccccc3)C(=O)NC3CCCCCC3)ccc21 (stereo not drawn),3,4,3,-10,-7,-31,-1,-13,0.0
COc1ccc(CNC(=O)c2nn(-c3ccccc3)cc2OC)cc1,-3,2,2,-3,-2,-16,0,-6,-0.7
Cc1sc2nc(SCC(=O)NCc3ccco3)n(Cc3ccccc3)c(=O)c2c1C,7,-4,-1,-2,9,-9,1,-4,0.1
CCOc1ccc(S(=O)(=O)N2CCCC2)c2ccccc12,x,3,0,-6,-14,x,-14,-12,0.5
CN(Cc1ccn[nH]1)C(=O)C1CCC(=O)N(Cc2cccc(C(F)(F)F)c2)C1 (stereo not drawn),-3,1,1,-2,1,-1,-6,-8,0.4
COC(=O)c1cc(C(=O)Nc2cc(C)on2)cc([N+](=O)[O-])c1,-12,12,0,-2,-20,-6,6,-10,0.5
Cn1cc(-c2nnc(-c3ccccc3)o2)c2ccccc21,-9,6,0,-3,-4,-27,-2,-2,0.5
C=CCOc1c(Cl)cc(C(=S)N2CCCC2)cc1OCC,1,16,-2,-5,-21,-18,2,-17,0.3
CN1CCc2c(sc(NC(=O)c3ccc(C(=O)c4ccccc4)cc3)c2C(N)=O)C1,-14,0,8,-4,2,-15,3,-6,2.4
COc1ccc(CCNC(=O)CSc2nnnn2C)cc1OC,-3,5,1,-1,-6,-3,-1,-6,-0.1
CCOC(=O)c1sc(=NC(=O)c2ccc(S(=O)(=O)N3CC(C)OC(C)C3)cc2)n(C)c1C (stereo not drawn),-3,11,2,-1,-14,-12,14,-18,0.0
N#Cc1c(N)[nH]c(=S)c(C#N)c1-c1ccccc1,2,5,1,-4,-3,-7,12,24*,0.2
COc1cc2nc(N(CCN(C)C)C(=O)c3ccc4ccccc4c3)sc2cc1OC,-19,4,2,-3,-3,-15,-17,-10,1.1
Cc1nc2ccccc2nc1SCC(=O)N1CCC(C)CC1,-9,4,8,-1,2,-9,-5,-6,3.1
CNC(=O)CSc1nnc(-c2ccccn2)n1Cc1ccco1,2,4,0,-2,-12,-7,8,-11,0.5
O=C(CSc1nnc(-c2cnccn2)n1Cc1ccco1)c1ccc(Cl)cc1,-4,3,1,-6,1,-14,-8,-4,1.0
CC(=O)OC(C(=O)NC1CCCCC1)c1ccc(Cl)cc1 (stereo not drawn),2,8,0,-2,-10,-11,3,3,0.1
CC(Oc1ccc(Cl)cc1Cl)C(=O)NC(=S)N1CCc2ccccc21 (stereo not drawn),-10,15,0,-7,-2,-21,6,-12,0.8
O=C(Nc1cc(S(=O)(=O)N2CCOCC2)ccc1N1CCOCC1)c1ccc([N+](=O)[O-])s1,-7,6,2,-4,-5,8,-29,-15,0.1
COc1ccccc1Cc1c(-c2cccc(Cl)c2)nc2ccc(Cl)cn12,x,6,-1,-3,-38,x,-19,-31,0.3
Cc1ccc(S(=O)(=O)NC(C)CCc2ccccc2)cc1 (stereo not drawn),-5,-1,-1,-7,-2,-14,-11,-5,-0.1
Cc1c(C(=O)O)oc2c1C(=O)CC(C)(C)C2,2,17,1,-7,-12,-14,-7,-2,-0.4
CC1(C)CC(=O)C2=C(C1)OC(N)=C([N+](=O)[O-])C2c1ccc(F)cc1 (stereo not drawn),-3,21,0,-3,-19,-4,3,-8,0.6
CSCCC(NC(=O)c1ccccc1Cl)C(=O)N(C)CC(=O)Nc1ccc(N2CCOCC2)cc1 (stereo not drawn),4,3,2,2,-3,-20,3,-6,1.3
COC(=O)[C@@]1(Cc2ccc(F)cc2)[C@H]2c3cc(C(=O)N4CCCC4)n(Cc4ccc(OC(F)(F)F)cc4)c3C[C@H]2CN1C(=O)c1ccccc1,x,x,2,x,x,x,1,-17,0.7
Cc1ccc(Cl)c(NC(=O)CSc2cccc[n+]2[O-])c1Cl,-7,-2,0,-3,0,-3,-6,-9,0.4
CCc1nc2ccc(C(=O)NC3CCN(C)CC3)cn2c1N(C)CCC(C)C,x,7,0,-9,-10,x,0,-1,0.0
O=C(NC1CC2CCC1C2)C1CCN(S(=O)(=O)c2ccc(-c3nn[nH]n3)cc2)CC1 (stereo not drawn),-10,4,1,0,-8,-4,-3,-1,0.0
Cc1ccc(S(=O)(=O)N/N=C/c2cccn2-c2ccc(Cl)cc2)cc1,-4,8,0,0,-8,-22,0,-9,0.0
COc1ccc(CCNC(=O)C2CCN(S(=O)(=O)c3ccc(OC)c(OC)c3)CC2)cc1,0,-1,2,-3,14,-1,14,-7,0.4
O=C1CN(C(=O)COC(=O)c2ccco2)c2ccccc2N1,10,2,0,-2,-8,-5,-2,-4,0.5
c1ccc2cc(N3CCCCC3)ccc2c1,x,6,1,-2,-16,x,-6,-11,1.5
COc1ccc(Nc2ncc3c(n2)CC(c2ccc(C)cc2)CC3=O)cc1 (stereo not drawn),-1,9,-1,-2,2,-8,10,5,-0.1
COc1nc2ccc(C)cc2cc1-c1noc(-c2cccnc2)n1,-9,0,1,-1,-15,-3,-6,-15,0.5
O=C(Cn1c(=O)c2cccn2c2ccccc21)NCc1cccc(F)c1,-9,4,4,2,-11,-24,-7,-17,3.5
O=S(=O)(NCCc1nnc2ccc(SCc3cccnc3)nn12)c1ccccc1,-5,-2,1,-6,1,6,-15,-18,0.1
CC(C)(C)c1ccc(C2=CC(c3ccccc3F)n3ncnc3N2)cc1 (stereo not drawn),-6,5,0,-5,-3,-28,8,-15,-0.3
CC(C)CC(NC(=O)/C(=C/c1ccco1)NC(=O)c1ccc(Br)o1)C(=O)O (stereo not drawn),-7,5,1,-1,-14,-9,7,-9,0.8
Cc1ncc([N+](=O)[O-])n1CCOC(=O)NC(NCc1ccccc1)C(Cl)(Cl)Cl (stereo not drawn),-15,4,3,2,-3,-1,3,-10,1.3
COc1cc(NC(=O)c2cc(-c3cccc(O)c3)on2)cc(OC)c1OC,1,-5,16,1,-8,-4,-7,3,6.1
COC(=O)C1=NN[C@H](C(=O)OC)[C@H]1c1ccccc1,-5,-2,1,-2,-2,0,3,15,-0.2
Cc1n[nH]c(=S)n1/N=C/c1ccc(OCc2ccc(Cl)cc2Cl)cc1,-5,0,0,-2,-4,-7,4,-17,-0.2
Cc1cc(C)c(Nc2n[nH]c(=S)s2)cc1C,x,-6,0,-5,6,x,7,-2,-0.6
C=CCN(CC=C)S(=O)(=O)c1ccc2nc(NC(=O)C3CCCO3)sc2c1 (stereo not drawn),-8,1,6,-1,5,-11,-4,-1,1.1
